Screens: PubChem, several laboratories
E coli growth = counter-screen for AddAB inhibitors: E. coli growth inhibition; E. coli V3065 growth, OD600 absorbance, 18 h; inhibition, % at 11.9 µM; 0.27% of 330,000 active; AID 449728;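 active = inhibition above the campaign's mean inhibition across all tested compounds plus 3 SD, cut at about 9.9% in these data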;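 note: uninfected addAB+ strain grown without phage in ampicillin broth; 0% = DMSO wells and 100% = ciprofloxacin 0.95 µg/ml wells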
AddAB inh = less growth of phage-infected E. coli with AddAB; AID 435030; E. coli expressing H. pylori AddAB, absorbance growth; 0.29% of 330,000 active; inhibition, % at 11.9 µM; in the data active = inhibition above about 12%;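 note: 0% = vehicle wells of infected cells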
PKA-R2B activ = PKA-R2B complex activation | P22694+P31323 | PKA-R2B holoenzyme dissociation, Cy5-IP20 fluorescence polarization; R2B truncated from residue 108, S112A mutant; 0% DMSO only, 100% 113 µM cGMP | activation, % at 11.4 µM | 0.079% of 340,000 active | AID 504700;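 active = activation above a cutoff set at the mean over all compounds plus 3 SD, cut at about 18% in these data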;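 note: higher means more holoenzyme dissociation and a rise in polarization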
HTR5A inv ag = counter-screen for OPRM1-OPRD1 inverse agonists: human HTR5A inverse agonism; HTR5A cell line, luminescence; inhibition, % at 9.3 µM; 0.083% of 340,000 active; P47898; AID 504634; in the data active = inhibition mostly above about 23%, no sharp cut-off; inactive = mostly below about 18%;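 note: 0% = cells with DMSO and 100% = no-cell wells with DMSO; some compounds called inactive have numbers as strong as hits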
Target sequence (P47898 whole entry, looked up): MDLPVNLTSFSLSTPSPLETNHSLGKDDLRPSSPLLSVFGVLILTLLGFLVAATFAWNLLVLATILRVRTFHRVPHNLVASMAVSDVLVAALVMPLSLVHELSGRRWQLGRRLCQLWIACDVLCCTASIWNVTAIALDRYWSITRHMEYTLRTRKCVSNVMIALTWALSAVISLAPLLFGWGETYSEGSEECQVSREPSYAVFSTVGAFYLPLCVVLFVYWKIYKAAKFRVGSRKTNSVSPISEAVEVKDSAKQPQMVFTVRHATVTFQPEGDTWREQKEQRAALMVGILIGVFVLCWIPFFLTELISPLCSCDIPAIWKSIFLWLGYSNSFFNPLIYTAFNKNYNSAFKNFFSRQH
CDK5 inh = blocks human CDK5/p35 kinase activity; 0.01% of 330,000 active; AID 488839; inhibition, % at 10 µM; Q00535+Q15078; Recombinant CDK5/p35, ADP-Glo luminescence, 60 min;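 active = highest replicate inhibition of at least 50% and at least 75% of replicates reaching 50%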;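 note: plate controls were DMSO neutral control for no effect and GW8510 at 10 µM for full effect; many of its hits are not listed in these tables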
PKA-R1A activ = PKA-R1A complex activation; PKA-R1A dissociation, Cy5-IP20 fluorescence polarization; scaled: DMSO 0%, 113 µM cGMP 100%; P00514+P68181; AID 504707; 0.083% of 340,000 active; activation, % at 11.4 µM;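 active = percent activation above the mean of all tested compounds plus 3 SD, cut at about 19% in these data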;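 note: higher means more PKAc released from R1A so a rise in polarization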
phage Ecoli inh = E. coli growth loss with phage present | 0.26% of 360,000 active | growth absorbance | inhibition, % at 11.9 µM | AID 651602; in the data active = inhibition above about 11%
Tat transport = inhibitors of E. coli Tat protein transport | E. coli MC4100 TorA-mCherry Tat export, fluorescence | 0.036% of 340,000 active | inhibition, % at 10 µM;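 active = mean replicate inhibition at least 50% and at least half of replicates individually reaching 50%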;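 note: exported cargo escapes ClpAP degradation while cytoplasmic cargo is degraded and loses fluorescence; 0% = median of neutral control wells and 100% = median of NaSCN control wells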
HTR5A ag ctr = counter-screen for OPRM1-OPRD1 agonists: human HTR5A agonism | P47898 | HTR5A agonist assay, luminescence, cell-based | activation, % at 9.3 µM | 0.61% of 340,000 active | AID 504692; in the data active = activation mostly above about 9.5%, no sharp cut-off; inactive = mostly below about 7.6%;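 note: 0% = cells with vehicle only and 100% = reference agonist; strong numbers were not always called active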
DAGLB inhibitor = blocks human DAGLB lipase activity; Q8NCG7; 0.059% of 340,000 active; inhibition, % at 5.17 µM; AID 504411; HEK293T DAGLB membrane lysate, EnzChek fluorogenic substrate; in the data active = inhibition above about 34%;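 note: 0% = enzyme with vehicle and 100% = wells lacking enzyme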
Target sequence (Q8NCG7 whole entry, looked up): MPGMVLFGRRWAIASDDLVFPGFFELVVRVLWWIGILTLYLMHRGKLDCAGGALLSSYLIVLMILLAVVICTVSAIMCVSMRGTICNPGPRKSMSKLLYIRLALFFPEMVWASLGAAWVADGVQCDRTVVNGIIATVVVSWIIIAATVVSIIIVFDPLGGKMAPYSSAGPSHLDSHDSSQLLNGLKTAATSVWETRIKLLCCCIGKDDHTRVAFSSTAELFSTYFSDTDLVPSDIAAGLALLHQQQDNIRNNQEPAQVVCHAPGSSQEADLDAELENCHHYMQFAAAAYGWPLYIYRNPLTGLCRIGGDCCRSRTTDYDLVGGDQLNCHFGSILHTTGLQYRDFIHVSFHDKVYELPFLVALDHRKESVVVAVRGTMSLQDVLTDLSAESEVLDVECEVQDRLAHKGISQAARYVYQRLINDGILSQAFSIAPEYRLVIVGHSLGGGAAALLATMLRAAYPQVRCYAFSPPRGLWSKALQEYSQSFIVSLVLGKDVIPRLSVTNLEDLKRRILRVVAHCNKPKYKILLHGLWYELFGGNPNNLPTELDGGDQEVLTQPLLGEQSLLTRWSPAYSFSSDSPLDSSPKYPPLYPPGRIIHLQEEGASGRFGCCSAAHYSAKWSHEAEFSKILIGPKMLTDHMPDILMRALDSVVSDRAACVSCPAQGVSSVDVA
Mot1-301 SUMO = SUMOylation pathway inhibition by Mot1-301 growth rescue | S. cerevisiae Mot1-301 growth rescue, ATP luminescence, 38.5C; percent above DMSO median, 100 means doubled | growth rescue, % at 18.8 µM | 1% of 320,000 active | AID 2716;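 active = every valid replicate shows activation above 250% relative to neutral control wells; inactive = the rest, any valid replicate at or below 250%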;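 note: OY570 slx delta 5 strain wells were the positive control but not used for scaling; some compounds called inactive have numbers as strong as hits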
The depositor's hits bear a star; · = not tested or not shown. The order is random; any-hit rate near 2.3%.

SMILES	CDK5 inh	E coli growth	DAGLB inhibitor	PKA-R1A activ	AddAB inh	Tat transport	HTR5A inv ag	Mot1-301 SUMO	phage Ecoli inh	HTR5A ag ctr	PKA-R2B activ
O=C1CC(/C=C/c2cccnc2)=Nc2ccccc2N1	-0.2	-2.0	-2	-6	1.3	3	-17	92	3.8	-4	-6
Cc1cc(C)c(NC(=O)/C=C\C(=O)O)c(Cl)c1	-2.9	-2.5	2	-6	-1.3	-1	-3	-11	3.5	4	-8
Cc1cccc2cc(CN(C(=O)c3cccc([N+](=O)[O-])c3)C(C)C)c(=O)[nH]c12	1.4	-3.5	3	-15	-0.6	21	46	-5	2.5	13	-3
C=CCn1c(CNC(=O)c2ccco2)nnc1SCC(=O)N1c2ccccc2Sc2ccccc21	-3.2	1.9	-1	-4	3.7	3	8	46	·	2	1
CCC(CC)c1nc2cc(OC)c(OC)cc2c(=O)o1	-1.6	1.9	3	-6	1.2	-2	7	-7	0.9	6	8
O=C(Nc1cnccn1)c1ccc(Cl)cc1	0.9	1.3	-2	-2	1.1	-2	-7	92	5.3	2	-5
Oc1c(Br)cc(/C=N/NC(=S)NCC2CCCO2)cc1Br (stereo not given)	0.7	-3.9	4	3	2.3	-7	16	19	2.8	-4	-4
COc1ccc(C(CNC(=O)c2ccccc2C)N2CCCC2)cc1 (stereo not given)	1.2	2.5	1	-3	2.7	3	-4	-3	2.8	-4	-6
N#CCCn1cc(C(=O)O)c(-c2cccs2)n1	0.4	3.2	0	-13	0.7	-7	-6	-2	1.7	-2	-4
COc1ccc(-c2c[n+]3c(n2-c2ccccc2)SCC3)cc1	0.2	-2.9	1	2	0.9	2	-15	-9	-1.3	-5	2
CCOC(=O)c1c(-c2ccc(C)o2)csc1NC(=S)NC(=O)N(C)C	1.3	-2.6	-5	5	-2.6	20	-2	0	-1.3	-5	-5
Cc1ccc(N=C(N)N=C(N)N)cc1	-2.3	3.8	-1	-7	3.1	-3	-7	-21	0.4	-4	-1
COc1ccc(OC)c(S(=O)(=O)N/N=C\c2cn(CC(N)=O)c3ccccc23)c1	1.7	0.5	-1	-5	2.3	0	-14	285	1.0	1	-9
O=C(NCCN1CCOCC1)c1ccc(/C=C2\Sc3ccccc3N(Cc3ccc(F)cc3)C2=O)cc1	3.0	-2.8	1	-11	0.8	3	2	4	-0.8	6	1
COC(=O)/C=C1\S/C(=N/NC(=O)c2ccccc2)NC1=O	-1.6	1.8	-1	1	-0.2	10	-7	25	-2.5	1	-5
NC(=O)CCn1c(C(=O)c2cc(Cl)c(N)c(Cl)c2)c2ccccc2[n+]1[O-]	1.0	-1.2	1	-16	2.3	11	-4	-3	0.0	2	-3
O=C(O)c1ccc(/C=N/NC(=O)c2cc(-c3cccs3)nc3ccccc23)cc1	-0.1	2.1	-1	2	4.0	4	2	-4	4.5	10	8
CC(C)CCNC(=O)c1cn(CC(C)C)c(=O)c2c1c1ccccc1n2C	-0.4	-0.8	0	-10	0.3	-1	9	8	1.9	-2	2
CCCCNC(=O)C1CCC(CNc2nc(=S)[nH]c3ccccc23)CC1 (stereo not given)	1.1	2.2	5	6	-1.3	-3	24	0	-0.7	-5	-1
CSc1ccccc1NC(=O)CN(C)C(=O)COc1cccc2cccnc12	0.1	3.7	1	-4	5.4	-2	-44	-1	1.4	16	-6
CCCOc1ccc(N2C(=O)CC(NCc3ccncc3)C2=O)cc1 (stereo not given)	-0.9	1.4	3	-4	2.4	5	-11	215	0.7	3	2
COc1ccc(/C(N)=N/OC(=O)c2ccco2)cc1OC	3.3	3.7	-6	-6	3.6	2	8	4	3.0	-3	-7
CN(Cc1ccccc1)C(=O)COC(=O)COc1ccc(Cl)cc1	4.4	3.1	-4	-7	-0.6	-1	6	-9	3.2	-2	-7
CCNc1nc(CN2CCOCC2)nc2sc3c(c12)CCC3	-1.6	-1.3	2	-6	1.2	4	11	-12	1.2	-4	-7
CCOC(=O)Cn1c(=O)oc2cc(S(=O)(=O)NCc3cccs3)ccc21	-5.2	1.3	-2	0	1.2	23	-8	-2	1.5	3	-9

In another format: 3 of the compounds above.
Values run as follows: CDK5 inh, E coli growth, DAGLB inhibitor, PKA-R1A activ, AddAB inh, Tat transport, HTR5A inv ag, Mot1-301 SUMO, phage Ecoli inh, HTR5A ag ctr, PKA-R2B activ
Cc1cccc2cc(CN(C(=O)c3cccc([N+](=O)[O-])c3)C(C)C)c(=O)[nH]c12
  1.4, -3.5, 3, -15, -0.6, 21, 46, -5, 2.5, 13, -3
CCCOc1ccc(N2C(=O)CC(NCc3ccncc3)C2=O)cc1 (stereo not given)
  -0.9, 1.4, 3, -4, 2.4, 5, -11, 215, 0.7, 3, 2
Cc1ccc(N=C(N)N=C(N)N)cc1
  -2.3, 3.8, -1, -7, 3.1, -3, -7, -21, 0.4, -4, -1

(further entries)
SMILES	CDK5 inh	E coli growth	DAGLB inhibitor	PKA-R1A activ	AddAB inh	Tat transport	HTR5A inv ag	Mot1-301 SUMO	phage Ecoli inh	HTR5A ag ctr	PKA-R2B activ
CC(=O)Nc1ccc(S(=O)(=O)NCc2nc(-c3cccc(C)c3)no2)cc1	-1.8	4.2	-1	3	2.5	1	2	36	-0.6	-1	3
CC(=O)N1CCN(C(=O)c2ccc(NS(=O)(=O)c3cc(C)ccc3C)cc2)CC1	-0.2	2.5	0	-4	2.8	3	4	9	1.9	-1	-8
N#Cc1cccc(-n2nnnc2-c2ccc3c(c2)OCO3)c1	-1.3	-0.6	0	8	-0.5	1	7	-12	1.6	-1	-6
O=C(COC(=O)/C=C/c1ccccc1)NC(=O)NC1CCCCC1	-1.4	-1.4	-2	-18	-2.0	-1	0	-9	0.8	0	-14
CN(C)C(CNC(=O)c1cc(Br)ccc1Cl)c1ccco1 (stereo not given)	1.1	0.2	-1	4	2.9	-1	-6	13	1.4	2	-6
CCn1c(=NC(=O)c2ccc(S(=O)(=O)N3CCOCC3)cc2)sc2cccc(OC)c21	-0.5	0.8	-2	8	0.5	-1	-24	-4	1.6	4	-1
c1ccc(-c2noc(CN3CCN(c4cnccn4)CC3)n2)cc1	2.1	1.3	-1	-2	4.1	-4	-10	19	4.0	-9	-4
CC(=O)Oc1ccc(CC(C(=O)O)N2C(=O)c3ccccc3C2=O)cc1 (stereo not given)	0.7	-0.1	2	5	-2.1	5	8	5	1.9	-2	-4
COc1ccc2c(CC(=O)NCc3cccs3)coc2c1	1.0	0.1	0	-3	0.8	-14	-24	-15	-1.2	7	-5
COC(=O)c1ccc(CSc2nncn2N)cc1	0.0	-2.2	-1	-9	-1.0	-1	1	-15	2.6	0	6
Cc1cc(NC(=O)CSc2nncn2-c2ccccc2)no1	1.9	1.4	-1	0	-1.5	-1	-23	14	3.7	-3	-10
CCOc1ccccc1OCC(=O)Nc1cc(C)on1	-1.1	-0.8	-2	-9	1.7	2	21	-21	2.6	-9	2
Cc1sc(NC(=O)c2cccc(N3C(=O)CCC3=O)c2)nc1-c1ccccc1	-1.3	1.3	4	-14	-0.2	15	-19	4	4.1	7	-16
O=C1N=C(c2ccccc2)S/C1=C\c1cccs1	1.6	1.1	4	6	3.7	-9	-8	269	-0.1	0	-3
CCc1ccc(CN(C)CCc2ccccn2)cc1	-1.8	-1.3	-2	6	1.3	-3	-24	11	0.7	4	-4
C/C(CCc1ccc2c(c1)OCO2)=N\N=C(/N)SC1CC(=O)N(c2ccc(Cl)cc2)C1=O (stereo not given)	1.8	-2.7	-4	-1	0.3	5	-4	4	1.1	1	3
CC(Oc1ccccc1)C(=O)N=Nc1c(O)[nH]c2ccc([N+](=O)[O-])cc12 (stereo not given)	3.7	-0.1	15	-9	-3.0	-14	10	2	2.9	-4	-8
O=C1c2ccccc2C(=O)N1CCc1ccccc1	-4.8	-1.0	-7	10	1.9	1	-7	42	0.0	3	2
O=C(CNC(=O)c1ccc(Br)cc1)N/N=C/c1ccc[nH]1	0.4	-0.8	1	-13	-0.3	2	-19	-4	-0.8	12	-8
COc1ccc(C(=O)NCCc2cn3ccccc3n2)cc1	0.0	3.7	0	-2	5.4	-5	-28	3	1.4	3	4
c1coc(CSSCc2ccco2)c1	-0.2	-1.9	-3	1	-0.3	0	4	41	0.0	7	-4
NC(=O)CSc1nc2ccccc2n1Cc1ccccc1	-0.8	-1.6	-1	21*	3.0	-24	-2	-16	4.7	-4	-3
Cc1cccc(-c2nsc(SCC(=O)c3ccc(Cl)cc3)n2)c1	0.0	-0.1	-22	-1	-0.6	5	-4	12	3.1	9	-6
Brc1ccc2[nH]ncc2c1	-1.2	2.4	-4	-4	0.1	-2	-2	3	2.2	0	-5
O=C(C(=Cc1ccc(F)cc1)c1ccccc1)c1ccc(O)cc1	1.3	·	-5	-2	·	16	-6	·	4.1	1	-8

The last 2 entries of the part above lead into the next:
SMILES	CDK5 inh	E coli growth	DAGLB inhibitor	PKA-R1A activ	AddAB inh	Tat transport	HTR5A inv ag	Mot1-301 SUMO	phage Ecoli inh	HTR5A ag ctr	PKA-R2B activ
Brc1ccc2[nH]ncc2c1	-1.2	2.4	-4	-4	0.1	-2	-2	3	2.2	0	-5
O=C(C(=Cc1ccc(F)cc1)c1ccccc1)c1ccc(O)cc1	1.3	·	-5	-2	·	16	-6	·	4.1	1	-8
O=Cc1cn(CCOc2ccccc2F)c2ccccc12	0.2	·	1	-15	·	9	-15	-13	0.5	4	3
Cc1ccc(O)c(C2=Nc3ccccc3N=C(c3ccc([N+](=O)[O-])cc3)C2)c1	1.0	0.7	1	5	4.0	-4	-14	66	3.4	2	-7
CCOc1ccc(C(CCc2ccccc2)NC(=O)c2ccccc2OC)cc1OCC (stereo not given)	0.6	-1.3	-3	-13	1.1	-8	-12	-7	·	6	3
Cc1ccc(C(=O)N/C(=C/c2ccco2)C(=O)NCCc2c[nH]c3ccccc23)cc1	0.8	2.2	0	-3	5.6	-2	-52	30	3.3	11	-10
COC(CNC(=O)c1ccc(CS(=O)(=O)c2ccc(Br)cc2)o1)OC	0.5	-3.4	-2	-2	-2.1	-5	10	31	1.0	-3	-2
Cc1cnc(C)c(N(C)NC(=S)Nc2ccccc2)n1	0.3	0.0	-3	1	0.6	-18	8	6	2.3	-3	-6
O=C(/C=C/c1cccc(Br)c1)NCc1ccncc1	1.5	0.9	-1	-5	4.1	-6	19	-6	2.2	-8	1
O=c1c2ccccc2[nH]c(=S)n1C1CCCCC1	0.3	-2.4	-3	8	1.8	-6	-10	-7	3.2	3	1

Entries of single compounds as entered above. Screens in order: CDK5 inh | E coli growth | DAGLB inhibitor | PKA-R1A activ | AddAB inh | Tat transport | HTR5A inv ag | Mot1-301 SUMO | phage Ecoli inh | HTR5A ag ctr | PKA-R2B activ
O=Cc1cn(CCOc2ccccc2F)c2ccccc12 is listed as 0.2 | · | 1 | -15 | · | 9 | -15 | -13 | 0.5 | 4 | 3
O=C(/C=C/c1cccc(Br)c1)NCc1ccncc1 is listed as 1.5 | 0.9 | -1 | -5 | 4.1 | -6 | 19 | -6 | 2.2 | -8 | 1
